Screening data: PubChem, MTDP
RNase H inhibition = RNase H inhibition, HIV 1 Gag Pol polyprotein, FRET biochemical assay, screening (AID 372). HIV-1 RT RNase H, FRET RNA/DNA substrate fluorescence; higher % means a stronger effect. inhibition, % at 10 µM; hits with a dose series show IC50 in µM. 100,000 compounds, 0.77% hits; in the data active = inhibition above about 50%
Numbers without * were called inactive. An excerpt. The share of hits here may be higher or lower than overall.

CN(C)c1ccc(C=Nc2cccc(C(=O)Nc3ccc(N=Cc4ccc(N(C)C)cc4)cc3Cl)c2)cc1 was read as RNase H inhibition 0%.
Screening COc1ccc(NC(=O)/C(C#N)=C\c2ccc(OCC(=O)O)c(OC)c2)cc1 returned RNase H inhibition 0%.
`CC(C)(C)c1cc(N=NC(=O)c2ccco2)cc(C(C)(C)C)c1O` gave RNase H inhibition 3%.
COc1cc(OC)c(C2Nc3ccccc3-c3nnc(SC)nc3O2)c(OC)c1 (stereo not given) was read as RNase H inhibition 3%.
For C=CCOc1ccc(/C=C2\C(=O)N(C)C(C)=C2C(=O)OC)cc1OC the results were RNase H inhibition 8%.
Screening O=C1NC(=S)NC(=O)C1=Cc1ccc(OCc2cccc3ccccc23)c(Br)c1 returned RNase H inhibition 54%*.
Screening O=[N+]([O-])c1ccc(-c2noc(C34CC5CC(CC(C5)C3)C4)n2)cc1 returned RNase H inhibition 12%.
Screening O=C(Nc1ccccc1)Nc1nnc(C(c2ccccc2)c2ccccc2)s1 returned RNase H inhibition 18%.
For CCCCOc1ccc(S(=O)(=O)N2CCN(S(=O)(=O)c3ccc(OCCCC)cc3)CC2)cc1 the results were RNase H inhibition 0%.
CCOC(=O)c1ccccc1NC(=O)CC(c1ccccc1)c1ccccc1 was read as RNase H inhibition 27%.
Cc1cc(OCC(=O)Nc2ccc3ccccc3c2)cc(C)c1Cl was read as RNase H inhibition 14%.
O=C(Nc1cccc(Cl)c1Cl)c1cc2ccccc2o1 was read as RNase H inhibition 4%.
For O=C(NN1C(=O)c2ccccc2C1=O)c1ccc2c(c1)C(=O)N(c1cccc([N+](=O)[O-])c1)C2=O the results were RNase H inhibition 13%.
`COc1ccc(C2=NN(c3nc(-c4ccccc4)c4cc(Br)ccc4n3)C(c3ccc(OC)cc3)C2)cc1` (stereo not given) gave RNase H inhibition 2%.
COc1ccc(OC)c(NC(=O)c2ccc(CN(c3ccc(C)c(C)c3)S(C)(=O)=O)cc2)c1 was read as RNase H inhibition 20%.
For CCOc1ccc(/C=N/Nc2nc(N3CCOCC3)nc(N3CCOCC3)n2)cc1OC the results were RNase H inhibition 2%.
Cc1cc2nn(-c3ccc(Cl)cc3)nc2cc1NC(=O)c1cccs1 was read as RNase H inhibition 7%.
Screening S=c1[nH]nc(-c2ccc(Cl)cc2Cl)n1N=Cc1cccnc1 returned RNase H inhibition 8%.
Cc1nc(=O)c(-c2ccccc2)c(C)n1-c1cccc(Br)c1 was read as RNase H inhibition 0%.
CCN(CC)S(=O)(=O)c1ccc(Cl)c(C(=O)Nc2ccc(OC)cc2)c1 was read as RNase H inhibition 0%.
For COC(=O)C(C(C)c1c[nH]c2ccccc12)[N+](=O)[O-] (stereo not given) the results were RNase H inhibition 0%.
Cc1ccc2nc(Nc3nc(C)cc(-c4ccccc4)n3)nc(C)c2c1 was read as RNase H inhibition 0%.
For CCCN(CCC)c1ccc(/C=C2\SC(=S)NC2=O)cc1 the results were RNase H inhibition 26%.
`Cc1cccc(N2C(=O)NC(=O)/C(=C/c3cc4c(cc3Br)OCO4)C2=O)c1` gave RNase H inhibition 15%.
For O=C(/C=C\c1ccccc1)Nc1cccc(NC(=O)c2ccco2)c1 the results were RNase H inhibition 11%.
Screening Cc1ccc(-n2c(C)cc(C=O)c2C)c(C)c1 returned RNase H inhibition 18%.
For CS(=O)(=O)N(CC(=O)NCCSc1ccc(Cl)cc1)c1ccc(Cl)cc1 the results were RNase H inhibition 4%.
COC(=O)c1cc(NC(=O)/C=C/c2ccc(Cl)cc2)cc(C(=O)OC)c1 was read as RNase H inhibition 17%.
COC(=O)c1cccc(NC(=O)c2cc[n+]([O-])cc2)c1 was read as RNase H inhibition 3%.
COc1ccc(CCN(C(=O)CCC(=O)O)C2CC(=O)N(c3ccc(Cl)cc3)C2=O)cc1 (stereo not given) was read as RNase H inhibition 1%.
Screening O=C(Nc1ccc2ccccc2c1)C12CC3CC(CC(C3)C1)C2 returned RNase H inhibition 11%.
`CCc1ccccc1NC(=O)CSc1ccc(Cl)cc1` gave RNase H inhibition 35%.
`CCOC(=O)c1c(C)n(C)c2c1cc(OC(C)=O)c1c2c(-c2ccccc2)nn1-c1ccccc1` gave RNase H inhibition 14%.
`CC1=C(C(=O)OCCOC(C)C)C(c2cccc(Cl)c2)NC(=O)N1` (stereo not given) gave RNase H inhibition 10%.
`Cc1cccc(OCC(=O)Nc2ccc(-c3nc4ccc(C)cc4s3)cc2)c1` gave RNase H inhibition 31%.
`O=C1CCCC2=C1C(c1ccc(Cl)cc1)Nc1ccc(C(=O)c3ccccc3)cc1N2` (stereo not given) gave RNase H inhibition 20%.
`C=CCc1ccccc1OCc1nnc(NC(=O)Nc2ccc(C)cc2)s1` gave RNase H inhibition 16%.
`O=C(Nc1ccccc1)Nc1nnc(Cc2cccc(Br)c2)s1` gave RNase H inhibition 11%.
Screening Cc1cc(O)c2c(C)c(Cc3ccccc3)c(=O)oc2c1 returned RNase H inhibition 2%.
For Cc1c(C(=O)N2CCN(c3cccc(Cl)c3)CC2)cccc1[N+](=O)[O-] the results were RNase H inhibition 12%.
Screening C#CCOC(=O)C(NC(=O)c1ccccc1)=C(C)C returned RNase H inhibition 8%.
O=C(Cc1cccc2ccccc12)NCCOc1ccccc1Cl was read as RNase H inhibition 9%.
For COc1ccc(CN2CCc3cc(OC)c(OC)cc3C2)cc1Br the results were RNase H inhibition 0%.
For O=C(CSc1nc2ccccc2[nH]1)Nc1nc2ccc([N+](=O)[O-])cc2s1 the results were RNase H inhibition 5%.
`COCCOC(=O)C1=C(C)NC2=C(C(=O)CCC2)C1c1coc2ccc(C)cc2c1=O` (stereo not given) gave RNase H inhibition 5%.
`COCCNCCOCCOc1ccc(Cl)c(C)c1` gave RNase H inhibition 5%.
Screening Oc1ccccc1C=Nc1ccc(Cl)c(Cl)c1 returned RNase H inhibition 2%.
Screening O=C1C2CCCC1C(c1ccccc1)NC2c1ccccc1 (stereo not given) returned RNase H inhibition 8%.

Fetched by structure from above:
Screening C#CCOC(=O)C(NC(=O)c1ccccc1)=C(C)C returned RNase H inhibition 8%.
For COc1ccc(CN2CCc3cc(OC)c(OC)cc3C2)cc1Br the results were RNase H inhibition 0%.
Cc1ccc2nc(Nc3nc(C)cc(-c4ccccc4)n3)nc(C)c2c1 was read as RNase H inhibition 0%.
Screening O=C(Nc1ccccc1)Nc1nnc(C(c2ccccc2)c2ccccc2)s1 returned RNase H inhibition 18%.
For CS(=O)(=O)N(CC(=O)NCCSc1ccc(Cl)cc1)c1ccc(Cl)cc1 the results were RNase H inhibition 4%.
`CC1=C(C(=O)OCCOC(C)C)C(c2cccc(Cl)c2)NC(=O)N1` (stereo not given) gave RNase H inhibition 10%.
For Cc1c(C(=O)N2CCN(c3cccc(Cl)c3)CC2)cccc1[N+](=O)[O-] the results were RNase H inhibition 12%.

Other structures follow:
COc1ccc2ccccc2c1C=Nc1ccc(C)c(C)c1 was read as RNase H inhibition 27%.
CC1=C(C(=O)Nc2ccccc2C)C(c2cccs2)C(C#N)=C(SCC(=O)c2ccc(Br)cc2)N1 (stereo not given) was read as RNase H inhibition 5%.
`COc1ccc(/C=C/C(=O)n2nc(C)cc2C)cc1OC` gave RNase H inhibition 9%.
`CC(C)c1ccc(/C=C/C(=O)Nc2ccc(Cl)cc2)cc1` gave RNase H inhibition 0%.
`O=C(CCN1CCN(CCO)CC1)Nc1ccccc1Cl` gave RNase H inhibition 2%.
Screening COc1ccc(N(CC(=O)Nc2cc(C)ccc2OC)S(C)(=O)=O)cc1 returned RNase H inhibition 0%.
`NC(=O)C1(C(N)=O)OC1c1cccnc1` (stereo not given) gave RNase H inhibition 6%.
For O=C(Nc1ccc(Cl)c(-c2nc3ccccc3s2)c1)c1cc([N+](=O)[O-])ccc1Cl the results were RNase H inhibition 17%.
`COCCNC(=O)C(=O)Nc1ccccc1C` gave RNase H inhibition 14%.
CC(=O)c1cccc(NC(=O)/C=C/c2ccc3c(c2)OCO3)c1 was read as RNase H inhibition 0%.
Cc1ccc(C(C)C)c(OC(=O)Cn2c(=O)sc3cccc(Cl)c32)c1 was read as RNase H inhibition 20%.
O=C(CSc1nc2ccc([N+](=O)[O-])cc2s1)NCC1CCCO1 (stereo not given) was read as RNase H inhibition 9%.
Screening NC(=O)COc1ccc(Nc2nnc(-c3ccccc3)c3ccccc23)cc1 returned RNase H inhibition 7%.
Screening Cc1cc2ncn(C(=O)c3ccc(F)cc3)c2cc1C returned RNase H inhibition 7%.
N/C(Cc1ccc([N+](=O)[O-])cc1)=N\OC(=O)c1ccccc1Br was read as RNase H inhibition 0%.
For Cn1c(/N=C/c2ccc(O)cc2)nc2ccccc21 the results were RNase H inhibition 9%.
CCOc1cccc(OCCOc2ccc(Br)cc2)c1 was read as RNase H inhibition 26%.
`Cc1[nH]c2c(Cl)cccc2c(=O)c1CN(C)Cc1ccccc1` gave RNase H inhibition 0%.
For O=C(CN1CCCCCC1)N/N=C/c1cccc2ccccc12 the results were RNase H inhibition 19%.
For COc1ccc(C(=O)CSc2nc(N)cc(=O)[nH]2)cc1[N+](=O)[O-] the results were RNase H inhibition 3%.
`COC(=O)c1c(NC(=O)c2cccc([N+](=O)[O-])c2)sc2c1C(C(=O)OC)CC2` (stereo not given) gave RNase H inhibition 3%.
For Oc1c(Cl)cc(Cl)cc1/C=N/Nc1nc(-c2ccc(Br)cc2)cs1 the results were RNase H inhibition 18%.
`COc1cccc(OCCCCN2CCC(C)CC2)c1` gave RNase H inhibition 15%.
N#C/C(=C\C=C\c1ccc([N+](=O)[O-])cc1)c1nc(-c2cc3cc([N+](=O)[O-])ccc3oc2=O)cs1 was read as RNase H inhibition 14%.
`COc1cc(OC)cc(C(=O)N2CCN(Cc3ccccc3C(F)(F)F)CC2)c1` gave RNase H inhibition 5%.
`COC(=O)CSc1nc2sc3c(c2c(=O)n1-c1ccccc1)CC(C)CC3` (stereo not given) gave RNase H inhibition 20%.
`Cc1cc(Oc2cc(NC(=O)c3cc(-c4ccccc4)nc4ccccc34)cc([N+](=O)[O-])c2)ccc1Cl` gave RNase H inhibition 0%.
CCOC(=O)C1=C(C)NC2=C(C(=O)CC(c3ccc(OC)cc3)C2)C1c1ccc(N(C)C)cc1 (stereo not given) was read as RNase H inhibition 25%.
`Cc1cc(C)nc(SCC(=O)Nc2ccccc2F)n1` gave RNase H inhibition 13%.
O=C(c1sc2ccccc2c1Cl)N1CCC(Cc2ccccc2)CC1 was read as RNase H inhibition 26%.
`O=c1/c(=C/c2cc([N+](=O)[O-])ccc2Cl)sc2nc3ccccc3n12` gave RNase H inhibition 10%.
Screening COc1cc(NC(=O)COc2ccccc2[N+](=O)[O-])ccc1NC(=O)c1ccco1 returned RNase H inhibition 4%.
Screening O=C(Nc1ccc(I)cc1Cl)c1cccnc1 returned RNase H inhibition 0%.
Screening CC(C)CN1C(=O)c2ccc(C(=O)Nc3ccc(C(C)C)cc3)cc2C1=O returned RNase H inhibition 17%.
For COC(=O)c1c(NC(=O)c2cc(-c3ccc(C)cc3)nc3ccccc23)sc2c1CCC(C(C)(C)C)C2 (stereo not given) the results were RNase H inhibition 16%.
For COc1ccc(OC)c(C2=C/C(=C/c3ccccc3[N+](=O)[O-])C(=O)O2)c1 the results were RNase H inhibition 10%.
O=C(COc1ccc(Br)cc1)Nc1ccc(Cl)c([N+](=O)[O-])c1 was read as RNase H inhibition 20%.
Screening CCN(CC)C(=O)C(=O)N/N=C/c1ccccc1OC returned RNase H inhibition 5%.
`O=C1c2ccc(S(=O)(=O)c3ccc4c(c3)C(=O)N(CCCO)C4=O)cc2C(=O)N1CCCO` gave RNase H inhibition 15%.
`CCc1ccccc1NCN1C(=O)c2ccccc2C1=O` gave RNase H inhibition 9%.
For Cc1c(C#N)c(N)c(C(=O)c2ccccc2)n1-c1ccccc1 the results were RNase H inhibition 3%.
`COc1ccc(S(=O)(=O)N(CC(=O)NCc2ccc(C)cc2)Cc2ccccc2)cc1OC` gave RNase H inhibition 7%.
For CCCCCC(=O)N/N=C/c1cccnc1 the results were RNase H inhibition 0%.
COc1ccc(/C=C/C(=O)Nc2ccccc2C#Cc2ccccc2)cc1 was read as RNase H inhibition 0%.
Screening C=CCc1cccc2cc(C(=O)N3CCC(C)CC3)c(=O)oc12 returned RNase H inhibition 8%.
O=C1NN(c2cccc(Cl)c2)C(=O)/C1=C\c1ccc(O)cc1 was read as RNase H inhibition 6%.
COC(=O)c1ccc(NC(=O)C2CCCCC2C(=O)O)cc1 (stereo not given) was read as RNase H inhibition 4%.
COc1cc(/C=C2/SC(=S)N(C)C2=O)ccc1OC(=O)c1cccs1 was read as RNase H inhibition 4%.

Ordered by SMILES length (low to high): part of the list above.
For CCCCCC(=O)N/N=C/c1cccnc1 the results were RNase H inhibition 0%.
Screening CCN(CC)C(=O)C(=O)N/N=C/c1ccccc1OC returned RNase H inhibition 5%.
COc1ccc(/C=C/C(=O)Nc2ccccc2C#Cc2ccccc2)cc1 was read as RNase H inhibition 0%.
O=C(COc1ccc(Br)cc1)Nc1ccc(Cl)c([N+](=O)[O-])c1 was read as RNase H inhibition 20%.

The main list resumes; the 2 compounds before the break are reprinted first.
COC(=O)c1ccc(NC(=O)C2CCCCC2C(=O)O)cc1 (stereo not given) was read as RNase H inhibition 4%.
COc1cc(/C=C2/SC(=S)N(C)C2=O)ccc1OC(=O)c1cccs1 was read as RNase H inhibition 4%.
For O=C1C=CC(=NOC(=O)/C=C/c2ccccc2)C=C1 the results were RNase H inhibition 38%.
`CCOc1cc(/C=c2\sc3nc4ccccc4n3c2=O)ccc1OCCOc1ccc(Br)cc1` gave RNase H inhibition 9%.
O=C(Nc1ccc(Nc2ccccc2)cc1)c1ccccc1 was read as RNase H inhibition 18%.
Screening O=C1c2cccc([N+](=O)[O-])c2C(=O)N1c1ccncc1 returned RNase H inhibition 0%.
For C=CCn1cc(I)c(=O)n(CC=C)c1=O the results were RNase H inhibition 7%.
Screening COc1cccc(N2C(=O)CC(SC(=N)N3N=C(c4ccc(C)cc4)CC3c3ccc(Cl)cc3)C2=O)c1 (stereo not given) returned RNase H inhibition 5%.
CCOc1ccc(C2/C(=C(\O)c3ccc(Cl)cc3)C(=O)C(=O)N2c2cccnc2)cc1 (stereo not given) was read as RNase H inhibition 0%.
Screening C=CCc1cccc2cc(C(=O)Nc3ccc(Cl)c(Cl)c3)c(=O)oc12 returned RNase H inhibition 62%*.
